Screening data from PubChem.
RGS12 GoLoco inh: RGS12 GoLoco-Gai1 interaction inhibition; P63096; Gai1:RGS12 GoLoco peptide FP, rhodamine, 10 min; Potency, µM (titrated, usually from 61.6 µM), for inactives: at the top dose activity, negative = inhibition, hits mostly inhibitors; 230,000 tested, 0.44% active; AID 880; active = well fitted inhibition curve with a large enough effect, not every such curve was filed as active; inactive = no such curve, though single readings can be large or run the other way; note: nearly all actives have a fitted effect of over 30% in size; many of its hits are not listed in these tables
TRb-SRC2 inh: inhibitors of human thyroid hormone receptor beta-SRC2 interaction. P10828. TRbeta-SRC2 peptide binding, fluorescence polarization; receptor liganded with 1 µM T3. Potency, µM (highest dose often 106 µM), for inactives: at the top dose activity change, negative = inhibition, actives largely listed as inhibitors. 280,000 tested, 0.065% active. AID 1469;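 note: plate controls were bound peptide for no effect and peptide without receptor for full effect; nearly all actives have a fitted effect of over 50% in size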
Target sequence (P10828 whole entry, looked up): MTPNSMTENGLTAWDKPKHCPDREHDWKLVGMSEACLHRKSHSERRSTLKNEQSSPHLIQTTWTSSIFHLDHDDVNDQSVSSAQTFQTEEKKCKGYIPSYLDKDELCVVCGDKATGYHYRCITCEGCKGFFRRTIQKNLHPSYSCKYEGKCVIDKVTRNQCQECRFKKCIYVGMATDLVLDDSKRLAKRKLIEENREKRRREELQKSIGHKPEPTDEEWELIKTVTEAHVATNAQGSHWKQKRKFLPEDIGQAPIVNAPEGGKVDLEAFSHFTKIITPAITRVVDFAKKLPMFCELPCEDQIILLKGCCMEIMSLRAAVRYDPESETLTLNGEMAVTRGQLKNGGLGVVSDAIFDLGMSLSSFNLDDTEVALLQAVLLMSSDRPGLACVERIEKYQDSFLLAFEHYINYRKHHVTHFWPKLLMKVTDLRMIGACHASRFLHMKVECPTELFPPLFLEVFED
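Read-out is fluorescence polarization (555 nm excitation, 632 nm emission) of a Texas Red SRC2 coactivator peptide; loss of signal reflects blocked binding to human TRb ligand-binding domain in the presence of 1 uM T3.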
L3MBTL1 inh: inhibitors of human L3MBTL1; Q9Y468; AlphaScreen L3MBTL1–H3K9me1 peptide binding; Potency, µM (top dose mostly 57.1 µM), without a hit: at the top dose activity, negative = inhibition, hits mostly inhibitors; 230,000 tested, 0.66% active; note: nearly all actives have a fitted effect of over 60% in size
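L3MBTL1 50 nM + b-AHA-H3(1-15)K9me1 75 nM, 30 min RT; compound added, 30 min RT; streptavidin donor/Ni-chelate acceptor beads 10 ug/mL each final, 30 min RT dark; AlphaScreen read.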
TR SRC2 fluor cs: alters Texas Red total fluorescence, flagging assay interference. TRb/SRC2 Texas Red total fluorescence interference. Potency, µM (series often up to 106 µM), for the others: at the top dose fluorescence change, negative = quenching. 280,000 tested, 0.29% active. AID 1479; active = well fitted curve in either direction with a large enough effect; inconclusive = small, poorly fitted or top-dose-only effect
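Human TRb ligand-binding domain at 0.6 uM with 20 nM Texas Red SRC2 peptide in Tris buffer containing 1 uM T3 and 5% DMSO, incubated with compound 5 h at ambient temperature. Total fluorescence (555/632 nm) calculated as parallel + 2 × perpendicular.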
GAA inh: blocks human lysosomal alpha-glucosidase. AID 1466. P10253. purified human GAA, 4-MU-alpha-glucoside fluorescence. Potency, µM (titrated, usually from 76.9 µM), for inactives: at the highest dose activity change, negative = inhibition, usual class: inhibitors. 200,000 tested, 0.005% active;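 note: plate controls were uninhibited enzyme wells for no effect and no-enzyme background for full effect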
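qHTS format, compound range up to 77 uM. Human lysosomal enzyme at 4 nM, 400 uM 4-MU glucoside substrate, pH 5.0, 20 min room temperature; fluorescence after alkaline stop gives activity normalized to controls.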
GAA glycogen: alters human alpha-glucosidase cleavage of glycogen; recombinant GAA, glycogen substrate, Amplex Red glucose oxidase fluorescence; Potency, µM (titrated, usually from 76.4 µM), for inactives: top-dose activity change, negative = inhibition, actives largely listed as inhibitors; 300,000 tested, 0.38% active; AID 2100;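 note: 0% = full enzyme reaction and -100% = no-enzyme basal signal; the screen sought inhibitors and activators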
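Recombinant human enzyme (4 nM); glycogen substrate; 37 C, 40 min, pH 5.0. Readout: coupled glucose oxidase/Amplex Red fluorescence.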
aGlu spleen mod: inhibits or activates alpha-glucosidase in human spleen homogenate; human spleen homogenate, 4-MU-alpha-glucoside fluorescence; P10253; Potency, µM (doses to about 79.9 µM), inactives show top-dose activity change, negative = inhibition, actives largely listed as inhibitors; 240,000 tested, 0.006% active;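 note: 0% = enzyme with vehicle and -100% = no enzyme basal signal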
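Enzyme source: human spleen homogenate, 1 ug/well. Buffer 50 mM citric acid/K phosphate pH 5.0, 0.01% Tween-20. 4-MU-alpha-glucoside 1 mM; 37 C x 40 min; NaOH/glycine stop; fluorescence.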
RECQ1 inh: blocks DNA unwinding by human RECQ1; RECQ1 DNA unwinding, red fluorescence kinetic read; Potency, µM (top dose mostly 57.3 µM), for the others: top-dose activity, negative = inhibition, most hits filed as inhibitors; 240,000 tested, 0.54% active; AID 2549;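 note: plate controls were vehicle for no effect and no enzyme for full effect; nearly all actives have a fitted effect of over 30% in size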
Target sequence (P46063 whole entry, looked up): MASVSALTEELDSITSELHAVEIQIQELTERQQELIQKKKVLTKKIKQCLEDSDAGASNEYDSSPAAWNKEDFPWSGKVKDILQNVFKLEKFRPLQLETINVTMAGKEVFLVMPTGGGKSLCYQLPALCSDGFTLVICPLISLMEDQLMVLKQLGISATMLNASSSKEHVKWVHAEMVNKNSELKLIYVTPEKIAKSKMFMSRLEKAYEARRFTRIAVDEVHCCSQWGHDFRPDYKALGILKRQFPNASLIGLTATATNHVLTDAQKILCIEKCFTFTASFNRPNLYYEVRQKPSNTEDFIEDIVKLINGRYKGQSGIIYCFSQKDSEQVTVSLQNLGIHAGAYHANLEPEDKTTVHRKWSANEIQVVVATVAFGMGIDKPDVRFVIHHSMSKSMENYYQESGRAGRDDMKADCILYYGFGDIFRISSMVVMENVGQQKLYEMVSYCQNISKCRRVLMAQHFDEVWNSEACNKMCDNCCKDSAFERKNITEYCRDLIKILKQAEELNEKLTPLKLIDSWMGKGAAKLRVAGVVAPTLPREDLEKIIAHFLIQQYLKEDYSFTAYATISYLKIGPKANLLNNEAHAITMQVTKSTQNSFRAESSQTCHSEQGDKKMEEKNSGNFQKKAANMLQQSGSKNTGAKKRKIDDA
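RECQ1T1 50 nM; forked duplex (20 bp + 30-nt ss tails) 200 nM, ATP 2 mM final; pH 8.0, 2 mM MgCl2, 2.5 ug/ml poly(dI-dC); 15 min compound preincubation; discontinuous kinetic read over 2 h at RT.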
The depositor's hits bear a star; i = inactive; u = inconclusive; x = not tested or not shown; [ ] = remark or other dose. Unless noted, calls come from the whole dose curve; as a rule, active = well fitted curve in the direction sought with a large enough effect; inconclusive = small, poorly fitted or top-dose-only effect, or another doubt; inactive = no such curve, though single readings can be large; an effect the other way counts as inactive or inconclusive. Unless noted, % is set by controls: 0 for no effect and ±100 for the full control effect; potency is the fitted concentration of half-maximal effect.

Order of values – TRb-SRC2 inh | L3MBTL1 inh | aGlu spleen mod | RECQ1 inh | GAA glycogen | TR SRC2 fluor cs | GAA inh | RGS12 GoLoco inh
O=C(CN1CCCC1)Nc1ccc(-c2nc3cc(NC(=O)CN4CCCC4)ccc3o2)cc1
    -17% | -27%[11.4 µM] | 7% | 13% | 2% | -5% | 2% | 12%
COc1ccc(N2C(=O)C(CN3CCN(C)CC3)C2c2ccccc2)cc1 (centres undefined)
    -7% | -11% | -8% | i | 18% | -3% | 13% | 20%
COc1cc(/C=N/n2cnnc2)ccc1OC(=O)c1ccco1
    -2% | -8% | -4% | 20% | 13% | -5% | 4% | 16%
COP(=O)(/C=C/c1ccccc1)C(O)c1ccc(F)cc1 (centres undefined)
    -2% | x | -8% | -10% | -7% | -2% | -6% | 9%
Cc1nc(C#N)c(N/N=C/c2cccc(Cl)c2)o1
    15% | -4% | 1% | i | 32µM* | -3% | -9% | 3%
Cc1cc(C)c(C)c(S(=O)(=O)N[C@@H](C)C(=O)OC(C)C(=O)NC(N)=O)c1C (some centres undefined)
    4% | x | 7% | 3% | 7% | -2% | x | -2%
CSc1ccccc1NC(=O)CN(C)CC(=O)Nc1cc(C)ccc1C
    -24% | 7% | -3% | 0% | 18% | -1% | -11% | 10%
O=C(COc1ccc(/C=N/NC(=O)C(=O)N2CCCCCC2)cc1)Nc1ccccc1Cl
    -9% | 4% | -19% | 4% | -1% | 0% | 7% | -1%
CCc1cc[n+](CC(=O)Nc2ccc(Cl)cc2Cl)cc1
    7% | x | 5% | i | 0% | 4% | 6% | -6%
Clc1ccccc1CSc1nnc([C@@H]2CCCN2)o1
    -2% | 3% | 2% | -9% | -2% | -5% | x | 7%
CC(=O)c1c(C)oc2ccc(N(C(C)=O)S(=O)(=O)c3cccc4cccnc34)cc12
    1% | 6% | -3% | -17% | -9% | -3% | x | 12%
Cc1ccc(Cn2c(SCC(=O)NCc3ccco3)nc3ccsc3c2=O)cc1
    -14% | -7% | -3% | -10% | 3% | -1% | -1% | 7%
Cc1ccc(S(=O)(=O)c2cn(CC(=O)Nc3ccccc3)c3ccc(F)cc3c2=O)cc1
    3% | 2% | -15% | -2% | 2% | 0% | 3% | 2%
Cc1ccc(Nc2ncc3c(n2)CC(C)(C)CC3=O)cc1
    0% | -2% | 6% | 13% | -6% | -3% | 8% | 3%
COc1ccc(-n2c(SCC(=O)N3CCCCC3)nnc2-c2cccnc2)cc1
    -14% | x | -5% | i | 0% | 2% | 8% | -6%
N#CCN1CCN(CC(=O)Nc2cccc3ccccc23)CC1
    -2% | 3% | -4% | -13% | 1% | 2% | 10% | 19%
Cc1nn2c(N3CCCC3)c3c(nc2c1-c1ccccc1)CCC3
    1% | x | 0% | i | 6% | -5% | x | -1%
COC(=O)c1ccc2c(=O)n(CCCCCC(=O)NCc3ccccn3)c(=O)[nH]c2c1
    3% | x | 4% | 1% | 19% | 1% | u | 62%[activator]
CCOC(=O)/C(C#N)=C/c1ccc(OCC(=O)Nc2ccccc2)c(OC)c1
    -3% | -7% | 0% | -5% | 4% | -7% | 4% | -2%
CCS(=O)(=O)Nc1ccc(C2=NN(C(=O)c3ccco3)C(c3cccc(F)c3)C2)cc1 (centres undefined)
    -8% | x | 3% | -4% | -6% | 0% | -11% | 2%
CCOc1ccc(CCNC(=O)C2CCC(=O)N2C2CCCCC2)cc1OCC (centres undefined)
    -12% | 1% | -6% | -13% | -10% | -1% | 4% | 3%
CC(=O)OC1COC(OC2C(O)C(C)OC(OC3C(OC4CCC5(C)C(CCC6(C)C5CC=C5C7CC(C)(C)CCC7(C(=O)O)CCC56C)C4(C)CO)OCC(O)C3O)C2O)C(O)C1OC(C)=O (centres undefined)
    -1% | -12% | -6% | -10% | 3% | -1% | x | 4%
Cc1ccc(S(=O)(=O)Cn2nnnc2CN2CCN(C(=O)c3ccco3)CC2)cc1
    -8% | -2% | -5% | -2% | 3% | 0% | -3% | 3%
CCOC(=O)c1cc(-c2cccc([N+](=O)[O-])c2)on1
    4% | -5% | -5% | -6% | 8% | -6% | -12% | -5%
Cc1cccc(-c2c3c(=O)n(C)c(=O)n(C)c3cn2CCO)c1
    -2% | -2% | -7% | -2% | 0% | 0% | 10% | -13%
COc1ccc(-c2cc3ccccc3oc2=O)cc1NC(=O)c1ccc(Br)o1
    -12% | 4% | -3% | -8% | 7% | 0% | 12% | 5%
COc1ccc(C(=O)NC(=S)N2CC(C)OC(C)C2)cc1OC (centres undefined)
    2% | 2% | 1% | i | -10% | -1% | 9% | 12%
C/C(=N\NC(=O)c1ccc(Cn2cc([N+](=O)[O-])cn2)o1)c1cccc(NC(=O)c2cccnc2)c1
    -1% | 0% | 6% | -8% | 10% | -3% | -10% | 3%
Cc1cc(-n2c(C)cc(C(=O)CSc3ncnc4ccccc34)c2C)no1
    -11% | -3% | 1% | -15% | 3% | 1% | -7% | 2%
COc1cc(OC)cc(C(C(=O)NC2CCCCC2)N(C(=O)c2ccno2)c2ccccc2)c1 (centres undefined)
    0% | 45%[activator] | -4% | i | -1% | -5% | 6% | -5%

Grouped by structure, the entries above with a cyano group
Order of values – TRb-SRC2 inh | L3MBTL1 inh | aGlu spleen mod | RECQ1 inh | GAA glycogen | TR SRC2 fluor cs | GAA inh | RGS12 GoLoco inh
Cc1nc(C#N)c(N/N=C/c2cccc(Cl)c2)o1
    15% | -4% | 1% | i | 32µM* | -3% | -9% | 3%
N#CCN1CCN(CC(=O)Nc2cccc3ccccc23)CC1
    -2% | 3% | -4% | -13% | 1% | 2% | 10% | 19%
CCOC(=O)/C(C#N)=C/c1ccc(OCC(=O)Nc2ccccc2)c(OC)c1
    -3% | -7% | 0% | -5% | 4% | -7% | 4% | -2%

The list continues.
Order of values – TRb-SRC2 inh | L3MBTL1 inh | aGlu spleen mod | RECQ1 inh | GAA glycogen | TR SRC2 fluor cs | GAA inh | RGS12 GoLoco inh
CCN(CC)CCCC(C)n1c(-c2ccccc2)nc2c(NC3CCCCC3)nc(C)nc21 (centres undefined)
    0% | x | 1% | -1% | x | 1% | x | -8%
CCOC(=O)Nc1ccc2c(c1)N(C(=O)N1CCN(C)CC1)c1ccccc1S2
    -4% | -9% | 1% | i | -12% | 1% | 1% | -1%
COc1cc(-c2nc3ccc4ccccc4c3c3c2CCC3)cc(OC)c1OC
    -25% | 3% | 5% | -20% | -2% | 2% | u | 22%
CCN(CCCNC(=O)C1CCCN(S(=O)(=O)c2cnc[nH]2)C1)c1ccccc1 (centres undefined)
    -8% | -5% | 0% | -16% | -11% | 2% | -9% | -2%
CCOC(=O)c1c(C)oc2ccc(OC(=O)COc3c(F)c(F)c(F)c(F)c3F)cc12
    2% | 31%[activator] | 0% | -1% | -7% | 0% | -4% | 3%
Oc1ccc2ccccc2c1C=Nc1ccc(Cl)cn1
    9% | -28% | 4% | i | 16% | 0% | 10% | -2%
Cc1ccc2[nH]c(=O)c(CN(CCCO)C(C)c3nnnn3Cc3ccco3)cc2c1 (centres undefined)
    3% | x | -2% | -6% | -6% | -3% | x | 6%
Cc1cc(C=O)c(C)n1-c1cccc(C(=O)O)c1
    1%[53 µM] | 25µM* | -4% | -18% | -1% | 0%[53 µM] | 9% | 0%
CCOC(=O)C1CCCN(C(=O)CC(c2ccccc2)c2ccccc2)C1 (centres undefined)
    -3% | -6% | -1% | -2% | 0% | -7% | 4% | -6%
O=S(=O)(/N=C(/Nc1ccccn1)c1ccccc1)c1ccc(Cl)cc1
    -3% | 1% | 2% | -4% | 0% | 0% | 1% | 2%
CCCCCCC(c1c(C)n(C)n(-c2ccccc2)c1=O)c1c(C)n(C)n(-c2ccccc2)c1=O
    2% | -5% | -8% | -2% | -7% | 0% | -2% | 0%
CCOC(=O)c1ccc(-n2c(CN3CCN(CCO)CC3)nc3ccc([N+](=O)[O-])cc3c2=O)cc1
    -1% | -7% | -2% | -5% | 1% | -6% | 8% | 8%
O=C(Oc1cccc(O)c1)C1CCCCC1
    -7% | -3% | 2% | i | -16% | -4% | 13% | 11%
O=C(CCc1nnc(CCCCc2ccccc2)o1)NCCc1cccnc1
    -11% | -5% | 4% | 6% | 9% | -1% | -12% | 8%
COC(=O)CSc1nnc(CNC(=O)c2ccccc2OC)n1-c1ccc(OC)cc1
    -1% | 8% | -3% | i | 12% | 2% | -8% | 4%
COc1ccc(NC(=O)C(CC(=O)O)Cc2ccccc2)cc1 (centres undefined)
    1% | 9% | 2% | i | 14% | -1% | 1% | -6%
O=C(N/N=C/c1ccc(-c2ccc([N+](=O)[O-])cc2)o1)c1cccnc1
    -1% | -5% | -6% | -14% | 2% | -7% | 1% | 15%
O=C(CSc1ncn[nH]1)c1ccc(OC(F)F)cc1
    -5% | x | 1% | -1% | -2% | -2% | -4% | -7%
Cc1cnn(-c2ccc3nnc(-c4ccc(Br)cc4)n3n2)c1
    0% | x | -4% | -7% | 2% | -8% | -7% | 5%
CC1=CCC2C(=O)N(c3cc(C)on3)C(=O)C2C1 (centres undefined)
    -6% | -9% | 4% | -12% | 3% | 2% | 5% | 6%
COc1ccc(-c2nc3c(c4c2C[C@H](c2ccccc2)OC4)CN(C(=O)C2CCCCC2)CC3)c(C)c1
    -3%[11.2 µM] | x | -16%[17.4 µM] | i[11.5 µM] | x | -3%[11.2 µM] | x | 5%[14.2 µM]
CCn1nnnc1SCC(=O)Nc1cccc(NC(C)=O)c1
    -5% | 8% | -16% | -12% | -7% | -2% | 2% | -9%
CC(C)(C)c1ccc2c(c1)OCC(C(=O)O)O2 (centres undefined)
    -4% | 15%[11.4 µM] | -8% | -7% | 3% | -3% | 0% | 0%
CS(=O)(=O)c1ccc(Cl)c(NC(=O)COC(=O)CNC(=O)c2ccc(Br)o2)c1
    2% | x | -22% | -10% | 2% | -5% | -18% | 2%
CCOC(=O)C1=C(C)Nc2ncnn2C1c1ccccc1F (centres undefined)
    9% | 15% | -3% | 11% | -9% | -3% | 6% | 0%
Cc1ccc(F)cc1NC(=O)CCOc1ccccc1
    2% | 8% | -11% | -8% | 8% | 1% | 7% | -3%
Cc1ccc(CS(=O)(=O)CCC(=O)NCCN(C)Cc2ccccc2)cc1
    -18% | x | -2% | i | 4% | 1% | 3% | 6%

The list is partial, so the mix of outcomes need not match the whole.
